High-throughput results as filed in PubChem BioAssay.
PLAP inhibitors HTS – PLAP enzyme inhibitors, biochemical, luminescence, HTS (AID 690); Alkaline phosphatase, placental type (Homo sapiens); inhibition, % at 20 µM, or IC50 in µM where a hit was titrated; purified PLAP, luminescent substrate; higher % means a stronger effect; 0.08% of 96,000 active; in the data active = a potency from the dose series; inactive = the rest, 99 in 100 with inhibition below about 30%; also: strong numbers were not always called active
Bcl-B displacement – displacers of TR3 peptide from Bcl-B, primary screen, selectivity assay for Bfl-1 inhibitor project, biochemical, fluorescence polarization; displacement, % at 20 µM, or IC50 in µM where a hit was titrated; FP displacement of FITC-TR3 peptide from Bcl-B; higher % means a stronger effect; 0.11% of 96,000 active; AID 748, 2007;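 active = displacement above 50% at 20 µM plus a fluorescence interference ratio under 1.5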;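 also: plate controls were wells without compound for no effect and wells lacking Bcl-B protein for full effect; a part of the inactive calls stands beside numbers as strong as those of hits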
MRP reversal – reversal of MRP1-mediated doxorubicin resistance, primary screen, H69AR cells, doxorubicin co-treatment; H69AR cells + 2 uM doxorubicin, CellTiter-Glo, 72 h; differential viability (reversal), % at 10 µM; 0.04% of 85,000 active; AID 602, 2007;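 active = viability drop by adding the cancer drug above about 55%, with treated viability meeting a 40% cutoff, limit read from the data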;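 also: viability without doxorubicin minus viability with 2 µM doxorubicin for each compound; larger differential means the compound sensitizes cells more to doxorubicin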
IL1B NFkB pot – enhancers of NFkB p65 translocation in HUVEC – imaging, IL-1B stimulus, high-content imaging, primary screen; HUVEC IL-1B NFkB p65 nuclear translocation imaging; activation, % at 2 µM; 0.3% of 94,000 active;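 active = activation above 40%, about the mean plus 3 SD, also judged a hit on visual image review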;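 also: percent activation is computed from the nuclear over cytoplasmic p65 intensity ratio; values of inactives mirror those of a sister screen read the other way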
IL1B NFkB inh – inhibitors of IL-1B driven NFkB p65 nuclear import, primary screen, imaging, HUVEC, IL-1B stimulus, high-content imaging. inhibition, % at 2 µM. AID 796, 2007. 0.43% of 94,000 active. HUVEC IL-1B NFkB p65 nuclear translocation imaging;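 active = inhibition above about 30% together with a positive call from visual inspection of the well image, limit read from the data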;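 also: nuclear over cytoplasmic p65 intensity ratio measured by imaging; 0% = IL-1B stimulated DMSO wells and 100% = unstimulated DMSO wells; values of inactives mirror those of a sister screen read the other way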
MRP reversal cytotoxicity – recorded beside MRP reversal, whose call it bears; viability, %; H69AR cells, CellTiter-Glo, 72 h; measured here: cytotoxicity without doxorubicin
MRP reversal with doxorubicin – recorded beside MRP reversal, whose call it bears; viability, %; measured here: viability with 2 uM doxorubicin; hits give low values
IL1B NFkB inh cell count 2 µM – recorded beside IL1B NFkB inh, whose call it bears; cell count; measured here: cells passing quality filter;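 raw number of nuclei counted in each imaged well without normalization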
IL1B NFkB pot cell count 2 µM – recorded beside IL1B NFkB pot, whose call it bears; cell count; measured here: cells passing quality filter
Starred values were filed as active, the others as inactive; x = no result given.

SMILES	PLAP inhibitors HTS	Bcl-B displacement	MRP reversal	MRP reversal cytotoxicity	MRP reversal with doxorubicin	IL1B NFkB pot	IL1B NFkB pot cell count 2 µM	IL1B NFkB inh	IL1B NFkB inh cell count 2 µM
CCOC(=O)c1c(C)[nH]c(C(=O)CSc2nnc(CC(C)c3ccccc3)o2)c1C (configuration not stated)	56%	-85%	12	114	102	x	x	x	x
O=C(NCc1ccc2c(c1)OCO2)C1CC(=O)N(c2ccc(F)cc2)C1 (configuration not stated)	x	x	-1	88	90	4	79	-4	79
O=C(Nc1ncnc2sc3c(c12)CCC3)c1ccco1	27%	5%	8	89	81	5	125	-5	125
CCN(CC)C(=O)c1ccc(COc2ccccc2Br)o1	-10%	-10%	-16	72	88	-6	119	6	119
CCCc1nn2c(=O)c(C(c3ccc(C)cc3)c3c(O)nc4sc(CCC)nn4c3=O)c(O)nc2s1	-1%	1%	x	x	x	14	177	-14	177
CNC(=O)NC(=O)CSc1nnc(-c2ccco2)n1Cc1ccccc1	6%	11%	0	83	83	-4	104	4	104
Nc1nc(Cl)cc(N2CCC(c3cc(-c4ccc(Cl)cc4Cl)n[nH]3)CC2)n1	-20%	-6%	x	x	x	15	166	-15	166
CCOC(=O)Nc1ccc2c(c1)Nc1ccccc1S2	-6%	-10%	2	95	93	3	140	-2	140
CCOc1ccc(-n2c(Cc3cc(=O)[nH]c(=O)[nH]3)nnc2SCC(N)=O)cc1	18%	-12%	7	108	101	4	204	-4	204
O=C(Nc1ccc2c(c1)C(=O)N(CC1CCCO1)C2=O)c1ccccc1Br (configuration not stated)	-7%	-2%	12	100	88	-5	90	5	90
COc1ccc(NC(=O)c2onc(C)c2Cl)cc1OC	-5%	2%	2	94	92	-4	133	4	133
COc1ccc(/C=C/C(=O)NCC(=O)N/N=C/c2cc(Br)ccc2OCc2ccccc2)cc1	-61%	9%	2	7	5	-3	92	3	92
Fc1ccc(-c2nnc3sc(C4COc5ccccc5O4)nn23)cc1 (configuration not stated)	-46%	11%	x	x	x	-5	191	5	191
COc1ccc(F)cc1S(=O)(=O)N1CCN(Cc2ccc3c(c2)OCO3)CC1	-22%	-10%	16	106	89	13	140	-13	140
CC(SCCc1ccccn1)C(=O)O (configuration not stated)	15%	-2%	-9	87	96	x	x	x	x
Cc1onc(-c2ccccc2Cl)c1C(=O)N1CCN(c2cccc(Cl)c2)CC1	-23%	-5%	-40	28	68	-16	126	16	126
CCn1cc(C(=O)NCc2ccccc2OC)c(=O)c2ccc(C)nc21	-2%	-2%	8	98	90	x	x	x	x
COc1ccc(S(=O)(=O)N2CCC(C(=O)N3CCN(c4ccccc4OC)CC3)CC2)cc1	-61%	-2%	2	79	78	13	162	-13	162
CC(=O)N(C)c1nc(-c2ccc(Cl)cc2)cs1	-6%	-8%	8	101	92	11	162	-11	162
O=c1c(-c2cccc3ccccc23)[n+]([O-])c2ccccc2n1O	-14%	-3%	36	94	58	0	157	0	157
O=C(COC(=O)c1ccccc1Oc1ccccc1)NC1CCS(=O)(=O)C1 (configuration not stated)	5%	0%	-2	90	92	15	135	-15	135
CCOC(=O)Cn1c(=O)oc2cc(S(=O)(=O)N3CCN(c4ccccn4)CC3)ccc21	18%	-12%	13	97	84	9	54	-9	54
CSc1nnc(-c2ccc(O)cc2)n1C	13%	-10%	2	97	95	9	85	-9	85
Cc1ccc(S(=O)(=O)N(C)c2ccc(OCC(=O)OCc3c(C)noc3C)cc2)cc1	-50%	-22%	12	92	80	-1	124	1	124
N#Cc1c(N)n(CCNC(=O)c2cccs2)c2nc3ccccc3nc12	31%	-10%	5	101	96	x	x	x	x
Cc1cccc(Nc2nc(N)nc(CN3CCN(C)CC3)n2)c1	-32%	-5%	x	x	x	-6	91	6	91
CCOc1cc2[nH]c(=O)n(CCC(=O)NCCc3ccccc3)c(=O)c2cc1OCC	2%	-10%	9	46	37	-6	104	6	104
CCCn1c(SCC(=O)NC)nnc1C(C)C	-43%	1%	0	94	93	-2	181	2	181
CCOc1nc(-c2ccccc2O)nc2ccccc12	25%	-1%	16	92	77	-2	160	2	160
O=S(=O)(c1ccc(Br)cc1)n1ccc2ccccc21	-11%	-11%	-2	8	10	-5	148	5	148
COc1ccccc1C(=O)NCCn1cc(SCC(=O)NCc2ccco2)c2ccccc21	x	x	15	65	50	4	142	-4	142
C=CCn1c(=O)c(C(=O)Nc2ccccc2OC)c(O)c2ccccc21	-40%	-5%	7	79	72	x	x	x	x
COc1nc(C#N)nc(N(C)C)n1	-3%	-5%	10	102	91	x	x	x	x
Cc1onc(-c2ccccc2Cl)c1C(=O)Nc1ccccc1N1CCOCC1	-62%	-20%	-2	76	78	11	173	-11	173
CC(C)CCSc1nc(N)c(C#N)cc1C#N	-26%	4%	-1	74	75	14	141	-14	141
CSc1ccccc1NC(=O)c1ccc(C)o1	10%	-9%	6	86	80	x	x	x	x
C=CCN(CC=C)C(=O)c1ccccc1NC(=O)c1ccccc1C	-3%	-20%	6	93	86	6	166	-6	166
COc1ccc(-n2nnc3c(SCC(=O)OCc4ccccc4)ncnc32)cc1	3%	-3%	16	80	64	27	112	-27	112
COc1ccc(CCNS(=O)(=O)c2cccc(C)c2)cc1OC	5%	2%	5	92	88	-7	171	7	171
COc1cccc2c(=O)cc(C)n(CC(=O)Nc3ccc(C)c(C)c3)c12	-44%	0%	4	77	73	15	156	-15	156
COc1ccc2[nH]c(C)cc(=O)c2c1	x	x	8	101	94	12	91	-12	91
CCn1nc(C)c(NC(=O)CCSc2nc(-c3ccco3)cc(C(F)(F)F)n2)c1C	-38%	-7%	19	97	78	-4	166	4	166
CCCC(=O)Nc1c(-c2ccc(OC)cc2)c(=O)c2ccccc2n1C	-17%	6%	2	98	96	23	53	-23	53
COc1ccc(C(=O)CSc2nnc(-c3cc(C)cc(C)c3)o2)cc1	9%	11%	-5	77	83	23	179	-23	179
CC(=O)Nc1ccc2c(c1)nc(CCNC(=O)c1ccccc1)n2C	x	x	3	102	99	-1	158	1	158
Cc1cccc2cc(C#N)c(SCC(=O)NCC3CCCO3)nc12 (configuration not stated)	x	x	12	89	77	10	86	-10	86
COc1cccc(/C=N/n2c(C)nc3ccccc32)c1OC	-21%	-6%	-2	73	75	13	165	-13	165
CCOC(=O)NCc1ccc(CNC(=O)OCC)cc1	1%	1%	-5	98	102	x	x	x	x
Cc1cc(C)cc(N(CC(=O)NC2CCCCC2)C(=O)c2ccc(C)s2)c1	-11%	-2%	x	x	x	15	135	-15	135
CCCc1c(C)c2ccc(OCC(C)=O)cc2oc1=O	-1%	14%	15	90	75	18	203	-18	203
N#C/C(=C/c1ccc(N2CCCCCC2)o1)c1ccc(Cl)cc1	-390%	-298%	-20	101	121	-17	144	17	144
CCCCCNC(=O)C(C)Sc1ccc(Cl)cc1 (configuration not stated)	-13%	-1%	4	95	92	0	89	0	89
Cc1ccc(-c2cccc(NC(=O)C3C(C(=O)O)[C@@H]4C=C[C@H]3C4)c2)o1 (some centres not stated)	-4%	-2%	17	96	79	-7	184	7	184
COC(=O)c1c(=O)n(O)c2ccc(OC)cc2[n+]1[O-]	27%	126%	9	106	97	5	146	-5	146
COC(=O)C1=C(C)NC2=C(C(=O)CCC2)C1c1cn(Cc2ccc(Cl)cc2Cl)nc1-c1ccccc1 (configuration not stated)	-36%	-3%	x	x	x	10	130	-10	130
Cn1c(CSCc2ccc(Cl)c(Cl)c2)nnc1SCC(=O)Nc1nccs1	13%	-7%	-6	44	50	9	112	-9	112
O=C1CC(C(=O)N2CCOCC2)C2(CCCCC2)O1 (configuration not stated)	-8%	6%	10	101	91	34	180	-34	180
Cc1nc2ccccc2c2oc(C(=O)NCC3COc4ccccc4O3)cc12 (configuration not stated)	-48%	-5%	-8	81	89	x	x	x	x
C=CCOc1ccccc1/C=c1\sc2nc(=O)c(C)nn2c1=O	x	x	-17	33	50	12	117	-12	117
Cc1nnc(SCC(=O)N2CCN(S(=O)(=O)c3ccccc3)CC2)[nH]c1=O	-24%	-2%	-2	97	98	9	161	-9	161

(more compounds)
SMILES	PLAP inhibitors HTS	Bcl-B displacement	MRP reversal	MRP reversal cytotoxicity	MRP reversal with doxorubicin	IL1B NFkB pot	IL1B NFkB pot cell count 2 µM	IL1B NFkB inh	IL1B NFkB inh cell count 2 µM
CCOc1cc(CN2CCSCC2)ccc1O	-9%	-11%	-10	94	104	x	x	x	x
O=C(NCc1ccco1)C(Cc1ccccc1)N1C(=O)c2ccccc2C1=O (configuration not stated)	3%	-2%	12	105	93	-11	79	11	79
CCCCCc1nnc(NC(=O)CS(=O)(=O)Cc2ccccc2)s1	x	x	3	94	91	-1	129	1	129
Clc1ccccc1-c1nnc(-c2ccccc2Cl)o1	x	x	0	72	72	7	117	-7	117
CCN(CC)C(=O)c1ccc(COc2ccccc2Cl)cc1	-45%	0%	-4	60	64	0	42	0	42
O=C(NCCCN1CCCC1=O)c1ccccc1NS(=O)(=O)c1ccc(F)cc1	-27%	1%	21	93	72	17	168	-17	168
Cc1ccc(CSc2nnc(-c3ccc(S(=O)(=O)N4CCCC4)cc3)o2)cc1	15%	1%	x	x	x	17	201	-17	201
COc1ccc(C(=O)Cn2nnc(-c3ccccc3-n3cnnn3)n2)cc1	-1%	1%	20	90	70	2	176	-2	176
Cc1ccc(N)c(C(=O)CCCCC(=O)O)c1	8%	2%	-7	92	99	x	x	x	x
Cc1ccc(C)c(NC(=O)C(Sc2nncn2C)c2ccccc2)c1 (configuration not stated)	9%	5%	6	101	94	0	214	0	214
O=C(NCc1ccco1)c1csc(Nc2ccccc2Cl)n1	15%	4%	5	67	63	16	122	-16	122
CCOc1ccc(NS(=O)(=O)c2ccc3[nH]cc(C(=O)N(CC)CC)c(=O)c3c2)cc1	x	12%	14	108	94	-10	127	10	127
CCn1c(SCc2ccccc2)nnc1-c1cccs1	x	x	-4	96	100	0	169	0	169
CN(C)/C=C(\C#N)c1nc2ccccc2[nH]1	20%	-1%	4	97	93	1	202	0	202
O=C(Nc1nc(-c2ccc(Cl)s2)cs1)c1ccccc1	4%	-3%	3	90	87	15	157	-15	157
Cc1ccc(-c2cn3cccnc3n2)cc1NC(=O)c1ccc(Br)o1	-21%	-6%	12	88	77	-2	149	2	149
COc1ccc(C2c3c(n[nH]c3C)CC(C)(O)C2C(C)=O)cc1OC (configuration not stated)	-2%	-3%	3	95	92	23	110	-23	110
O=C(NCCO)c1cccc(Nc2nc(-c3ccccc3)c3cc(Cl)ccc3n2)c1	-37%	-21%	x	x	x	11	167	-11	167
O=S(=O)(O)c1nc2ccccc2n1Cc1ccc(Cl)cc1	-14%	-6%	0	86	86	3	150	-3	150
COc1ccccc1N1C(=O)N(C(C)=O)C2C1Nc1ccccc1N2C (configuration not stated)	-40%	-13%	-6	31	37	11	89	-11	89
O=c1c(Sc2ccccc2)c(C(F)(F)F)[nH]n1-c1ccccc1	-4%	-7%	9	96	87	-3	166	3	166
Cc1nc(NC(=O)/C=C/c2ccccc2)sc1C(=O)Nc1ccccc1	6%	-16%	x	x	x	-2	173	-6	190

Some of the compounds tested; count on the stated rates, not on these rows.
